Screens deposited in PubChem by Southern Research Specialized Biocontainment Screening Center.
tuberculosis growth: growth inhibition of non-replicating M. tuberculosis (AID 488890) | Mycobacterium tuberculosis non-replicating, growth inhibition; higher % means a stronger effect | inhibition, % at 25 µM, or IC50 in µM where a hit was titrated | 320,000 tested, 0.39% active; in the data active means a potency from the dose series; inconclusive means inhibition mostly from about 82% at the one dose, without a potency; inactive means the rest, 99 in 100 with inhibition below about 76%;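 further: plate controls were DMSO cells for no effect and high antibiotic wells for full effect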
VEEV TC-83 Vero: inhibitors of VEEV TC-83 cytopathic effect, confirmation, Vero cells (AID 588727) | inhibition, % at 20 µM, or IC50 in µM where a hit was titrated | Vero cells, VEEV TC-83 cytopathic effect inhibition; higher % means a stronger effect | 350,000 tested, 0.13% active; in the data active means a potency from the dose series; inconclusive means inhibition mostly from about 14% at the one dose, without a potency; inactive means the rest, 99 in 100 with inhibition below about 12%; further: strong numbers were not always called active
M. tuberculosis HTS: M. tuberculosis growth inhibition, HTS (AID 449762); inhibition, % at 25 µM; hits with a dose series show IC50 in µM; 330,000 tested, 0.59% active; M. tuberculosis H37Rv growth inhibition, 7H9 media; higher % means a stronger effect; in the data active means a potency from the dose series; inconclusive means inhibition above about 70% without an active follow-up result;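 further: bacterial growth assessed after seven days of incubation; strong numbers were not always called active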
Salmonella PhoP GFP: PhoP regulon inhibitors, Salmonella typhi PhoP promoter GFP reporter, confirmatory (AID 1850); Salmonella Typhi PhoP-promoter GFP reporter, fluorescence, 4 h; higher % means a stronger effect; inhibition, % at 50 µM, or IC50 in µM where a hit was titrated; 310,000 tested, 0.33% active; in the data active means a potency from the dose series; inconclusive means inhibition mostly from about 25% at the one dose, without a potency; inactive means the rest, 99 in 100 with inhibition below about 19%;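 further: 0% = induced wells with vehicle and 100% = uninduced wells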
H1N1 NS1A inhibition: H1N1 influenza NS1A inhibitors, functional cell based assay (AID 504329); NS1A functional cell-based assay, percent inhibition; higher % means a stronger effect; one-dose inhibition, % at 12.5 µM; IC50 in µM for titrated hits; 340,000 tested, 0.3% active; in the data active means a potency from the dose series; inconclusive means inhibition above about 27% without an active follow-up result; further: strong numbers were not always called active
VEEV TC-83 Vero 10K pilot screen: second read-out of VEEV TC-83 Vero, no call of its own (marks repeat the call); inhibition, %; measured here: 10K pilot screen inhibition
* hit, by the source's call; i = inactive; u = inconclusive; x = no result given. Hits appear at their usual frequency (roughly 1.5% active in at least one column).

SMILES | tuberculosis growth | VEEV TC-83 Vero | M. tuberculosis HTS | Salmonella PhoP GFP | H1N1 NS1A inhibition | others
CCC(C)(C)NC(=O)C(c1ccc(OC)cc1)N(C(=O)CCC(=O)Nc1cc(C)on1)c1cccc(OC)c1 (centres undefined) | -3% | i | 3% | 1% | 4%
Cc1ccccc1N(CC(=O)Nc1ccccc1C(=O)NCc1ccco1)S(=O)(=O)c1ccccc1 | 9% | 10.0% | 2% | 2% | 6%
COc1ccc(CCN2CC(C(=O)Nc3cc(S(C)(=O)=O)ccc3Cl)CC2=O)cc1OC (centres undefined) | x | 2.0% | x | x | -4%
CN(C)/C=C1\C(=O)N(c2ccc(F)cc2F)C(c2cccnc2)S1(=O)=O (centres undefined) | -17% | 0.8% | 2% | -10% | -1%
Cc1ccccc1OCC(=O)NCCNC(=O)c1cccnc1 | -6% | 0.9% | -8% | 7% | -7%
CCN(CC)S(=O)(=O)c1cc(NC(=S)NC(=O)C2CCCC2)ccc1C | 73% | 6.6% | 6% | x | 12%
Cc1occc1C(=O)Nc1ccc(S(N)(=O)=O)cc1 | 10% | 0.4% | -3% | -5% | -10%
COc1ccc(-c2csc(NC(=O)c3ccc(S(=O)(=O)N4CCc5ccccc5C4)cc3)n2)c(OC)c1 | 12% | 1.6% | -6% | -13% | 16%
O=C(CN1CCN(c2ccccc2)CC1)c1ccc2cc[nH]c2c1 | -6% | 0.2% | 1% | -2% | 24% | VEEV TC-83 Vero 10K pilot screen=1.7
O=C(COc1ccccc1)OCc1cc2ccccc2[nH]c1=O | 49% | 0.7% | 7% | -8% | -5%
Cc1cccc(C)c1C(=O)N[C@@H](Cc1ccccc1)C(=O)O | -12% | 0.9% | 3% | -2% | 2%
O=C(COC(=O)C1CC2CCCC(C1)C2=O)NC(=O)c1ccc(OC(F)F)cc1 (centres undefined) | -1% | 0.5% | 5% | 9% | 1%
O=C(Cc1ccc(F)cc1)NCCc1ccccc1 | -10% | i | -2% | -4% | -1%
C=CC[C@@H](CC(=O)N[C@@H](CO)Cc1ccccc1)C(=O)NCCOC(=O)[C@@H](CC=C)Cc1ccc(F)cc1 | 22% | i | 2% | x | -8%
Cc1ccc(C)c(S(=O)(=O)NCc2ccc(C(=O)NCc3ccccn3)cc2)c1 | 9% | 0.8% | -4% | -10% | 2%

6 compounds drawn at random from those above, as already listed:
SMILES | tuberculosis growth | VEEV TC-83 Vero | M. tuberculosis HTS | Salmonella PhoP GFP | H1N1 NS1A inhibition | others
COc1ccc(-c2csc(NC(=O)c3ccc(S(=O)(=O)N4CCc5ccccc5C4)cc3)n2)c(OC)c1 | 12% | 1.6% | -6% | -13% | 16%
C=CC[C@@H](CC(=O)N[C@@H](CO)Cc1ccccc1)C(=O)NCCOC(=O)[C@@H](CC=C)Cc1ccc(F)cc1 | 22% | i | 2% | x | -8%
CCC(C)(C)NC(=O)C(c1ccc(OC)cc1)N(C(=O)CCC(=O)Nc1cc(C)on1)c1cccc(OC)c1 (centres undefined) | -3% | i | 3% | 1% | 4%
O=C(COc1ccccc1)OCc1cc2ccccc2[nH]c1=O | 49% | 0.7% | 7% | -8% | -5%
CCN(CC)S(=O)(=O)c1cc(NC(=S)NC(=O)C2CCCC2)ccc1C | 73% | 6.6% | 6% | x | 12%
Cc1ccc(C)c(S(=O)(=O)NCc2ccc(C(=O)NCc3ccccn3)cc2)c1 | 9% | 0.8% | -4% | -10% | 2%

More compounds.
SMILES | tuberculosis growth | VEEV TC-83 Vero | M. tuberculosis HTS | Salmonella PhoP GFP | H1N1 NS1A inhibition | others
C/C(CCc1ccccc1)=N\NC(=O)C1C2CCCCC21 (centres undefined) | 1% | 1.1% | 5% | 1% | -9%
COCCCNC(=O)/C(C#N)=C/c1c(N2CCCCCC2)nc2ccccn2c1=O | -17% | 4.6% | -12% | -14% | -4%
S=C(NCCN1CCOCC1)C(=S)NCCN1CCOCC1 | x | 0.5% | x | x | 3%
COc1ccccc1NC(=O)c1ccc(-n2ccnc2)c([N+](=O)[O-])c1 | -4% | 1.0% | -1% | -14% | 24%
NC(=O)C1CCN(C(=O)NC(=O)c2ccccc2)CC1 | -18% | 1.4% | -11% | -3% | -4%
COc1ccc(N/C=C\C(=O)c2ccc(C)cc2)cc1OC | 24% | 1.6% | 14% | -3% | -4%
S=C(NCCc1ccccc1)NC1CC1 | 35% | 0.2% | -9% | -13% | 2%
Oc1ccc(Br)cc1/C=N/NC(=S)NCCc1ccccc1 | x | i | 20% | -2% | 1%
O=C(Nc1nnc(SCc2ccccc2)s1)c1cccs1 | 5% | 1.4% | 1% | 3% | -8%
COC(=O)/C=C/S(=O)(=O)c1ccc(NC(C)=O)cc1 | u | 0.8% | -3% | -12% | -2%
CCNC(=O)Cn1cnc2c1c(=O)n(C)c(=O)n2C | -9% | i | 0% | 0% | 0%
NS(=O)(=O)c1ccc(NC2=CC(c3ccc(F)cc3)N(c3ccc(S(N)(=O)=O)cc3)C2=O)cc1 (centres undefined) | 4% | i | -3% | 6% | -5%
COc1ccc(N(CC(=O)NCCC2=CCCCC2)S(=O)(=O)c2ccc(C)cc2)cc1OC | 1% | 3.1% | -1% | -10% | 1%
CCC(=O)Nc1c(C(=O)Nc2ccc3c(c2)OCCO3)oc2ccccc12 | 18% | 9.3% | 2% | -14% | -5%
O=C(/C=C/c1c(Cl)cccc1Cl)n1cccn1 | 21% | 1.2% | -2% | 5% | 11%

The final two entries of the part before open the next one.
SMILES | tuberculosis growth | VEEV TC-83 Vero | M. tuberculosis HTS | Salmonella PhoP GFP | H1N1 NS1A inhibition | others
CCC(=O)Nc1c(C(=O)Nc2ccc3c(c2)OCCO3)oc2ccccc12 | 18% | 9.3% | 2% | -14% | -5%
O=C(/C=C/c1c(Cl)cccc1Cl)n1cccn1 | 21% | 1.2% | -2% | 5% | 11%
COc1cnc(-c2ccccn2)nc1Oc1ccc(Cl)c2ccccc12 | u | i | <0.2µM* | 0% | -4%
CCn1c2ccccc2c2cc(NC(=O)c3ccc(C)c([N+](=O)[O-])c3)ccc21 | 1% | 2.5% | -3% | -11% | 1%
CC(C)c1ccc(Oc2cccc3c2S(=O)(=O)N(C2CCCC2)CC(COCc2ccccc2)O3)cc1 (centres undefined) | x | i | x | x | -9%
Cc1ccc(-c2csc3nc[nH]c(=O)c23)c(C)c1 | 50% | i | -3% | -5% | 19%
Nc1c(C(=O)N/N=C/c2cccnc2)oc2nc(-c3ccco3)cc(-c3ccco3)c12 | -3% | 11% | 7% | -3% | x
O=C(CS(=O)(=O)c1ccc(Br)cc1)N1CCOCC1 | -22% | 1.4% | -8% | -5% | 0%
COc1ccc(C(=O)NCC(=O)OCC(=O)NC(=O)NC2CCCCC2)cc1OC | 1% | 2.2% | -3% | -12% | 2%
CC1=CC(C)(C)[N+](C)(C)c2ccccc21 | 11% | 1.4% | 4% | -3% | -5%
CCN(CC)CCN1Cc2ccccc2C1=N | -17% | 0.1% | -11% | 1% | 5%
O=c1[nH]c2ccc(NC(=S)NC3CCCCC3)cc2[nH]1 | -16% | 1.6% | -6% | 12% | -12%
Cc1nc2ccccc2c2oc(C(=O)N3CCN(C(=O)c4ccco4)CC3)cc12 | 15% | 12% | -3% | -8% | 8%
C#CCOCCOCCOCCNc1nc(N2CCN(C(=O)CCCCCCCCCCNC(=O)[C@@H](CCSC)n3cc(CCO)nn3)CC2)nc(N2CCN(C(=O)CCCCCCCCCCNC(=O)[C@H](CCC(=O)O)n3cc(CCCCCN)nn3)CC2)n1 | -2% | 0.8% | -2% | 1% | 0%
COc1ncnc2c1oc1ccccc12 | -4% | 0.2% | 6% | -9% | 7%
COC(=O)c1ccn(-c2nc(-c3ccco3)cc(C(F)(F)F)n2)n1 | x | 5.2% | -2% | 13% | 0%
CCOC(=O)c1ccc(NCCc2ccc(OC)c(OC)c2)c(N)c1 | 12% | 1.9% | 4% | 9% | -11%
COc1ccc(OCCCn2cccc2/C=C2/C(=N)N3OC(C)=CC3=NC2=O)cc1 | 49% | 4.9% | 10% | 1% | 2%
COc1cc(NC(=S)NCCC(c2ccccc2)c2ccccc2)cc(OC)c1 | -7% | i | 2% | -5% | -3%
C/C(=N/OC(=O)c1ccc(F)cc1)c1ccc(C)cc1 | -2% | 3.7% | u | 8% | 14%
COc1ccccc1Nc1c2c(nc3ccc(N)cc13)CCCC2 | 47% | 0.1% | -3% | 0% | -1%
CN(C)CCCNC(=S)N(CCN(C)C)Cc1cc2cc3c(cc2[nH]c1=O)OCCO3 | 11% | i | -3% | 8% | 2%
CCCn1nc2cc(C(=O)N(CC)c3ccc(OC)cc3)ccc2c1OCC | 9% | 2.1% | -9% | -2% | -1% | VEEV TC-83 Vero 10K pilot screen=3.0
Cc1c(S(=O)(=O)N2CCOCC2)c(=O)n(C)c(=O)n1C | -6% | 0.8% | -6% | -7% | 19%
N/C(=N\OC(=O)c1cccc(Br)c1)c1ccc(Br)cc1 | 38% | i | -8% | -15% | -6%
O=C(c1cccs1)N1CCN(c2nc3c(F)cc(F)cc3s2)CC1 | 20% | 0.1% | 0% | -3% | -9%
COCCCNC(=O)C[C@H]1C[C@H](C(=O)N2CCCCC2)[C@@]2(CCc3ccccc3)c3[nH]c4cc(-c5ccco5)ccc4c3CCN2C1=O | x | 2.6% | x | x | 6%
C=C1/C(=C\C=C2/CCC[C@]3(C)[C@@H]([C@H](C)/C=C/[C@@H](O)C4CC4)CC[C@@H]23)C[C@@H](O)C[C@@H]1O | 23% | x | 5% | 0% | x
O=C(NC(CC(=O)N1CCN(c2ccc([N+](=O)[O-])cc2)CC1)c1ccccc1)c1ccccc1Cl (centres undefined) | 16% | i | -8% | -4% | -1%
CCn1cc(/C=N/NC(=O)c2ccc3c(c2)OCO3)cn1 | -1% | 0.1% | -6% | 14% | -3%
CC1CC(C)CN(C(=O)CNS(=O)(=O)c2cccs2)C1 (centres undefined) | -7% | i | 0% | 4% | 8%
O=C(COC(=O)Cc1ccc(Cl)cc1Cl)Nc1ccc(OC(F)F)cc1 | u | i | -3% | -7% | -6%

Of the compounds above, these have a COOH group.
SMILES | tuberculosis growth | VEEV TC-83 Vero | M. tuberculosis HTS | Salmonella PhoP GFP | H1N1 NS1A inhibition | others
Cc1cccc(C)c1C(=O)N[C@@H](Cc1ccccc1)C(=O)O | -12% | 0.9% | 3% | -2% | 2%
C#CCOCCOCCOCCNc1nc(N2CCN(C(=O)CCCCCCCCCCNC(=O)[C@@H](CCSC)n3cc(CCO)nn3)CC2)nc(N2CCN(C(=O)CCCCCCCCCCNC(=O)[C@H](CCC(=O)O)n3cc(CCCCCN)nn3)CC2)n1 | -2% | 0.8% | -2% | 1% | 0%

Continuation:
SMILES | tuberculosis growth | VEEV TC-83 Vero | M. tuberculosis HTS | Salmonella PhoP GFP | H1N1 NS1A inhibition | others
NS(=O)(=O)c1ccc(N=Nc2c(O)[nH]c(=S)[nH]c2=O)cc1 | -3% | i | -8% | 3% | -10%
COc1ccccc1NC(=O)C1=C(C)Nc2ncnn2C1c1cccs1 (centres undefined) | 31% | 9.0% | -1% | 3% | -24%
COc1ccc(/C(C)=N\O)cc1OC | -13% | i | 4% | 0% | -22%
O=C(OCC(=O)N1CCc2ccccc2C1)c1ccc(F)cc1Cl | u | 0.3% | u | x | 1%
